mIAP inh: mouse IAP inhibition. purified mouse IAP, CDP-Star luminescence, 30 min. inhibition, % at 10 µM. 0.2% of 330,000 active. AID 2806;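 active = inhibition of at least 40% at 10 µM in the primary screen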;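 note: plate controls were DMSO with enzyme for no effect and no enzyme wells for full effect; values of inactives mirror those of a sister screen read the other way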
MIN6 prolif: induces beta-cell replication in MIN6 cells; MIN6 cells proliferation, ATPlite luminescence, 48 h; cells starved in 0.2% serum; 100% = growth in 10% serum; proliferation, % at 10 µM; 0.29% of 330,000 active;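 active = compounds whose signal lies at least 3.5 SD above the mean of all wells on their plate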;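 note: 0% = DMSO-treated cells in low-serum medium and 100% = 10% serum control; some compounds called inactive have numbers as strong as hits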
hIAP block: blocks human intestinal alkaline phosphatase; inhibition, % at 10 µM; P09923; purified IAP, CDP-Star luminescence, 30 min; 0.12% of 330,000 active;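 active = inhibition reaching a set limit with compound at 10 µM in the primary screen, cut at about 35% in these data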;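 note: plate controls were DMSO wells with enzyme for no effect and no-enzyme buffer wells for full effect; values of inactives mirror those of a sister screen read the other way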
A3A deaminase: human APOBEC3A DNA deaminase inhibition | recombinant A3A, FAM/TAMRA ssDNA deamination fluorescence | 0.41% of 330,000 active | P31941 | inhibition, % at 20 µM;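 active = at least 40% inhibition at 20 µM here, with at most 30% in a related deaminase screen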;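 note: plate controls were A3A with DMSO for no effect and wells lacking A3A enzyme for full effect; some results filed as inactive read as strong as hits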
Target sequence (P31941 whole entry, looked up): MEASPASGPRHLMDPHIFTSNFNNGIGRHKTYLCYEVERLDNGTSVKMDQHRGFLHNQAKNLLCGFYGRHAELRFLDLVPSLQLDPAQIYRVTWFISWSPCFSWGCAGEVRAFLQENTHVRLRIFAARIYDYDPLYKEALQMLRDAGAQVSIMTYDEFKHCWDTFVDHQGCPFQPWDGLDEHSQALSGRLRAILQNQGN
mIAP act: increases mouse intestinal alkaline phosphatase activity; muIAP, CDP-Star luminescence, 30 min; active compounds read high; 1 = vehicle-only enzyme signal, 0 = enzyme-free wells; activation factor at 10 µM; 0.24% of 330,000 active;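 active = activation factor of at least 2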; note: the source names both 10 and 20 µM as test concentration; values of inactives mirror those of a sister screen read the other way
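System: mouse IAP enzyme. Reagent: CDP-Star chemiluminescent phosphatase substrate. Benchmarks: DMSO wells, no-enzyme wells. Times: 30 min enzyme-substrate-compound incubation at room temperature. Detection: luminescence from enzymatic CDP-Star hydrolysis. Doses: test compounds delivered from DMSO solution.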
hIAP act: human IAP activation; purified human IAP, CDP-Star luminescence, 30 min; active compounds read high; 1 = vehicle-only enzyme, 0 = enzyme-free background; P09923; 0.16% of 330,000 active; activation factor at 10 µM;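 active = activation factor of the enzyme at least 2-fold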; note: the source names both 10 and 20 µM as test concentration; values of inactives mirror those of a sister screen read the other way
SENP1 FRET inh: inhibitors of human SENP1 SUMO protease catalytic domain | Q9P0U3 | recombinant SENP1 catalytic domain, CyPet-SUMO1-YPet FRET cleavage | inhibition, % at 10 µM | 0.21% of 360,000 active | AID 624204;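 active = inhibition at least 30% at 10 µM, raw YFP signal under a set limit, fluorescence ratio 0.5 to 1.5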;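 note: 0% = enzyme with DMSO and 100% = no enzyme wells; some results filed as inactive read as strong as hits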
Target sequence (Q9P0U3 419-644 limits assumed): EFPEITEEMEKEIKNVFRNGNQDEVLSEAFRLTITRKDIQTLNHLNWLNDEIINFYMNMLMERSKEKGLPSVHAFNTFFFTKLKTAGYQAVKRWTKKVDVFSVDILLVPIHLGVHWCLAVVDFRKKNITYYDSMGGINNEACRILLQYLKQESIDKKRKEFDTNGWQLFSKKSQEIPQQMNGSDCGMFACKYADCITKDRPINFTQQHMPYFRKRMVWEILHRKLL
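Material – human SENP1 catalytic domain · Input – SENP1 enzyme, 20 pM final · Compound dosing – single concentration of 10 µM compound, 0.5% DMSO final · Timing – enzyme reaction for 50 min at room temperature, dark · Measured by – FRET fluorescence in CFP and YFP emission channels · Control set – no-enzyme wells low, DMSO-plus-enzyme wells high control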
NLRP3 yeast inh: inhibitors of NALP3 inflammasome in yeast. inhibition, % at 10 µM. Yeast reconstituted NLRP3/ASC/caspase-1, beta-gal luminescence, 24 h. 0.39% of 330,000 active;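 active = inhibition of 50% or more; inactive = inhibition below 50%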;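 note: plate controls were induced DMSO wells for no effect and uninduced yeast grown without galactose for full effect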
APOBEC3G inh: blocks human APOBEC3G single-stranded DNA deamination | recombinant A3G, ssDNA deamination FAM/TAMRA fluorescence | inhibition, % at 20 µM | 0.28% of 330,000 active | AID 493012 | Q9HC16;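 active = inhibition of at least 40% at 20 µM, with no more than 30% in the related APOBEC3A deaminase screen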;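 note: plate controls were DMSO wells with A3G for no effect and wells lacking A3G enzyme for full effect; some compounds called inactive have numbers as strong as hits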
Target sequence (Q9HC16 whole entry, looked up): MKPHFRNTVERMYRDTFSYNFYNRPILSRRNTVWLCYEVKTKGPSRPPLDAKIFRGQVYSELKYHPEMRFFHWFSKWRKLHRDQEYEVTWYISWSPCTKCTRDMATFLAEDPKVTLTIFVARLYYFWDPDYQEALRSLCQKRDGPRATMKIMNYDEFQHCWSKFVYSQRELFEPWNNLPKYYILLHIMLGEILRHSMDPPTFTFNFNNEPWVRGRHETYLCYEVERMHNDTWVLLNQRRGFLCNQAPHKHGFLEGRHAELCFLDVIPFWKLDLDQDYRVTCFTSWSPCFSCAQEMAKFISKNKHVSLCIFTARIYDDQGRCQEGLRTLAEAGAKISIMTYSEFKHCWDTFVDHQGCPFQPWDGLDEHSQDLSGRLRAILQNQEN
Numbers without * were called inactive. Only part of the results is shown; the hit share may differ from the screen's.

Screening Cc1occc1-c1nnc(SCC(=O)N2CCCCC2)n1C returned mIAP inh -7, MIN6 prolif -5, hIAP block 8, A3A deaminase -3, mIAP act 1.1, hIAP act 0.92, SENP1 FRET inh 1, NLRP3 yeast inh 16 and APOBEC3G inh -6.
Screening Cc1cc(N2CCN(C(=O)c3ccco3)CC2)nc(-c2ccccc2)n1 returned mIAP inh -3, MIN6 prolif 4, hIAP block 6, A3A deaminase 0, mIAP act 1, hIAP act 0.94, SENP1 FRET inh 0, NLRP3 yeast inh 12 and APOBEC3G inh -4.
`O=C1Nc2c(c(=O)[nH]c(=O)n2-c2ccccc2)C1(Nc1ncccn1)C(F)(F)F` (stereo not given) gave mIAP inh -17, MIN6 prolif -1, hIAP block -7, A3A deaminase -2, mIAP act 1.2, hIAP act 1.1, SENP1 FRET inh 0, NLRP3 yeast inh 6 and APOBEC3G inh -4.
`Cc1cc(=O)oc2c(C)c(OC(C)C(=O)NCc3ccccn3)ccc12` (stereo not given) gave mIAP inh 2, MIN6 prolif -1, hIAP block -20, A3A deaminase 1, mIAP act 0.97, hIAP act 1.2, SENP1 FRET inh -1, NLRP3 yeast inh 3 and APOBEC3G inh 21.
For COc1cccc(-c2ccc(C#N)c(SCC(=O)NCCc3cccc(Cl)c3)n2)c1 the results were mIAP inh -4, MIN6 prolif -2, hIAP block 4, A3A deaminase -3, mIAP act 1, hIAP act 0.96, SENP1 FRET inh 0, NLRP3 yeast inh 12 and APOBEC3G inh -8.
Screening COc1ccc(C(=O)NC(=S)N2CCCc3ccccc32)cc1OC returned mIAP inh 8, MIN6 prolif -2, hIAP block 5, A3A deaminase 0, mIAP act 0.92, hIAP act 0.95, SENP1 FRET inh -51, NLRP3 yeast inh 3 and APOBEC3G inh -3.
For S=c1[nH]nc(-c2ccc(Br)cc2)n1-c1ccc2c(c1)OCCO2 the results were mIAP inh 0, MIN6 prolif -3, hIAP block -18, A3A deaminase -5, mIAP act 1, hIAP act 1.2, SENP1 FRET inh 1, NLRP3 yeast inh 32 and APOBEC3G inh 14.
`Cc1onc(-c2ccccc2Cl)c1C(=O)NCc1cccnc1` gave mIAP inh -4, MIN6 prolif -1, hIAP block -11, A3A deaminase -3, mIAP act 1, hIAP act 1.1, SENP1 FRET inh 5, NLRP3 yeast inh -5 and APOBEC3G inh -6.
Screening COCCn1c(SCC(=O)Nc2cc(C)on2)nc2ccccc2c1=O returned mIAP inh 2, MIN6 prolif -2, hIAP block 4, A3A deaminase -2, mIAP act 0.98, hIAP act 0.96, SENP1 FRET inh 1, NLRP3 yeast inh 23 and APOBEC3G inh -7.
`CCCCS(=O)(=O)Nc1ccc(C(=O)NCC2CCCO2)cc1` (stereo not given) gave mIAP inh -5, MIN6 prolif -1, hIAP block -8, A3A deaminase 1, mIAP act 1.1, hIAP act 1.1, SENP1 FRET inh 2, NLRP3 yeast inh 8 and APOBEC3G inh 1.
`COCCn1c(SCC(=O)Nc2ccc(OC)cc2OC)nc2ccccc2c1=O` gave mIAP inh 2, MIN6 prolif -2, hIAP block 2, A3A deaminase 3, mIAP act 0.98, hIAP act 0.98, SENP1 FRET inh 0, NLRP3 yeast inh 12 and APOBEC3G inh -1.
`COc1ccccc1C1C(C(N)=O)=C(C)Nc2nc(-c3ccc(Cl)cc3)nn21` (stereo not given) gave mIAP inh 3, MIN6 prolif -2, hIAP block -3, A3A deaminase -4, mIAP act 0.97, hIAP act 1, SENP1 FRET inh -7, NLRP3 yeast inh -11 and APOBEC3G inh -9.
`O=C(O)c1ccc(CP(=O)(c2ccccc2)c2ccccc2)cc1` gave mIAP inh -8, MIN6 prolif -1, hIAP block 2, A3A deaminase -5, mIAP act 1.1, hIAP act 0.98, SENP1 FRET inh -1, NLRP3 yeast inh 9 and APOBEC3G inh -3.
Cc1c(C2=CCN(S(=O)(=O)c3ccc(Cl)cc3)CC2)c2ccccc2n1C was read as mIAP inh 4, MIN6 prolif 0, hIAP block -21, A3A deaminase -1, mIAP act 0.96, hIAP act 1.2, SENP1 FRET inh -51, NLRP3 yeast inh -1 and APOBEC3G inh -5.
For C[N+]1(CCOc2ccc([N+](=O)[O-])cc2)CCOCC1 the results were mIAP inh 1, MIN6 prolif -2, hIAP block 2, A3A deaminase 77, mIAP act 0.99, hIAP act 0.98, SENP1 FRET inh 1, NLRP3 yeast inh 12 and APOBEC3G inh 36.

Reprinted from the part before: 2 compounds, followed by the next part.
Cc1c(C2=CCN(S(=O)(=O)c3ccc(Cl)cc3)CC2)c2ccccc2n1C was read as mIAP inh 4, MIN6 prolif 0, hIAP block -21, A3A deaminase -1, mIAP act 0.96, hIAP act 1.2, SENP1 FRET inh -51, NLRP3 yeast inh -1 and APOBEC3G inh -5.
For C[N+]1(CCOc2ccc([N+](=O)[O-])cc2)CCOCC1 the results were mIAP inh 1, MIN6 prolif -2, hIAP block 2, A3A deaminase 77, mIAP act 0.99, hIAP act 0.98, SENP1 FRET inh 1, NLRP3 yeast inh 12 and APOBEC3G inh 36.
Screening O=S(=O)(Nc1ncccn1)c1ccc(NC(=S)N2CCN(c3cccc(C(F)(F)F)c3)CC2)cc1 returned mIAP inh 6, MIN6 prolif -6, hIAP block -18, A3A deaminase -5, mIAP act 0.94, hIAP act 1.2, SENP1 FRET inh 2, NLRP3 yeast inh 15 and APOBEC3G inh -6.
`C1CCN(c2nc3nonc3nc2N2CCCCC2)CC1` gave mIAP inh 2, MIN6 prolif 0, hIAP block 10, A3A deaminase 3, mIAP act 0.97, hIAP act 0.9, SENP1 FRET inh 1, NLRP3 yeast inh 9 and APOBEC3G inh 1.
`CCOC(=O)NC(=O)COC(=O)Cc1cc(OC)c(OC)c(OC)c1` gave mIAP inh 4, MIN6 prolif 0, hIAP block 10, A3A deaminase 4, mIAP act 0.95, hIAP act 0.9, SENP1 FRET inh 1, NLRP3 yeast inh 12 and APOBEC3G inh -3.
For Cc1ccc(OC(C)C(=O)Nc2ccccc2C(=O)NCc2cccnc2)cc1C (stereo not given) the results were mIAP inh -10, MIN6 prolif 3, hIAP block -4, A3A deaminase -4, mIAP act 1.1, hIAP act 1, SENP1 FRET inh -2, NLRP3 yeast inh -7 and APOBEC3G inh -5.
`CN1CCN(C(=S)NC(=O)/C=C/c2cccc3ccccc23)CC1` gave mIAP inh 3, MIN6 prolif 0, hIAP block 24, A3A deaminase -6, mIAP act 0.97, hIAP act 0.76, SENP1 FRET inh 0, NLRP3 yeast inh -2 and APOBEC3G inh -7.
Screening CCN(C(=O)COC(=O)CCC(=O)c1cccs1)c1ccccc1 returned mIAP inh -7, MIN6 prolif 2, hIAP block -16, A3A deaminase -1, mIAP act 1.1, hIAP act 1.2, SENP1 FRET inh 0, NLRP3 yeast inh 20 and APOBEC3G inh -4.
Screening Cc1ccccc1NC(=O)CN1C(=O)CSc2ccccc21 returned mIAP inh -5, MIN6 prolif 2, hIAP block 1, A3A deaminase 0, mIAP act 1.1, hIAP act 0.99, SENP1 FRET inh 0, NLRP3 yeast inh -9 and APOBEC3G inh -5.
Cc1cc(=O)oc2c(C)c(OCC(=O)N3CCN(c4ccc(F)cc4)CC3)ccc12 was read as mIAP inh 4, MIN6 prolif 0, hIAP block -5, A3A deaminase 0, mIAP act 0.96, hIAP act 1.1, SENP1 FRET inh 0, NLRP3 yeast inh 19 and APOBEC3G inh -3.
For COc1ccc(S(=O)(=O)NCc2ccc3c(c2)OCO3)cc1C the results were mIAP inh 5, MIN6 prolif 1, hIAP block -26, A3A deaminase 1, mIAP act 0.95, hIAP act 1.3, SENP1 FRET inh 5, NLRP3 yeast inh 27 and APOBEC3G inh -3.
`Cc1cc(C)cc(C(=O)N(NC(=O)Nc2ccc(Cl)cc2)C(C)(C)C)c1` gave mIAP inh -335, MIN6 prolif -4, hIAP block -30, A3A deaminase -4, mIAP act 4.3*, hIAP act 1.3, SENP1 FRET inh 2, NLRP3 yeast inh -4 and APOBEC3G inh -6.
CCOC(=O)C1C(=O)OC(C)(C)C1C(C)C(=O)c1ccc(C)cc1C (stereo not given) was read as mIAP inh 5, MIN6 prolif 0, hIAP block 2, A3A deaminase 0, mIAP act 0.95, hIAP act 0.98, SENP1 FRET inh 2, NLRP3 yeast inh 7 and APOBEC3G inh -5.
Cc1cc(NCc2ccccc2)c2ccccc2n1 was read as mIAP inh 12, MIN6 prolif -4, hIAP block 2, A3A deaminase -2, mIAP act 0.88, hIAP act 0.98, SENP1 FRET inh -8, NLRP3 yeast inh 21 and APOBEC3G inh 8.
`Cc1cc(N(CN2CCCC2=O)C(=O)c2ccc(F)cc2)no1` gave mIAP inh 4, MIN6 prolif -2, hIAP block -3, A3A deaminase 2, mIAP act 0.96, hIAP act 1, SENP1 FRET inh 0, NLRP3 yeast inh -1 and APOBEC3G inh 2.
Cc1ccc(C)c(S(=O)(=O)N2CCN(C(=O)Nc3ccccc3)CC2)c1 was read as mIAP inh -8, MIN6 prolif 1, hIAP block 4, A3A deaminase 0, mIAP act 1.1, hIAP act 0.96, SENP1 FRET inh 1, NLRP3 yeast inh 33 and APOBEC3G inh -7.
`CCOC(=O)C1CCN(C(c2cccnc2)c2c(NC(=O)c3ccco3)sc(C)c2C)CC1` (stereo not given) gave mIAP inh 5, MIN6 prolif 0, hIAP block -8, A3A deaminase 5, mIAP act 0.95, hIAP act 1.1, SENP1 FRET inh -5, NLRP3 yeast inh 13 and APOBEC3G inh 0.
`O=C(O)Cn1nc2c3c(cccc3c1=O)-c1ccccc1-2` gave mIAP inh 0, MIN6 prolif 0, hIAP block -4, A3A deaminase 3, mIAP act 1, hIAP act 1, SENP1 FRET inh 2, NLRP3 yeast inh 17 and APOBEC3G inh -1.
COc1cc(OC)cc(C(=O)N2CCN(C(=O)c3ccc(-c4ccccc4)cc3)CC2)c1 was read as mIAP inh 5, MIN6 prolif -1, hIAP block 7, A3A deaminase -6, mIAP act 0.95, hIAP act 0.93, SENP1 FRET inh 2, NLRP3 yeast inh 2 and APOBEC3G inh -7.
`Nc1ccccc1S(=O)(=O)NC1=NCCCCC1` gave mIAP inh -3, MIN6 prolif 0, hIAP block -14, A3A deaminase 0, mIAP act 1, hIAP act 1.1, SENP1 FRET inh 2, NLRP3 yeast inh 0 and APOBEC3G inh -8.
For O=C(O)c1ccc(NS(=O)(=O)c2ccc3c(c2)C(=O)c2ccccc2C3=O)cc1 the results were mIAP inh 2, MIN6 prolif 0, hIAP block -5, A3A deaminase 3, mIAP act 0.98, hIAP act 1, SENP1 FRET inh 4, NLRP3 yeast inh 13 and APOBEC3G inh 2.
Screening CC(=O)Nc1cccc(NC(=O)C2CCN(C(=O)c3ccco3)CC2)c1 returned mIAP inh -3, MIN6 prolif -2, hIAP block 14, A3A deaminase -3, mIAP act 1, hIAP act 0.86, SENP1 FRET inh -1, NLRP3 yeast inh 11 and APOBEC3G inh -13.
Screening CC(C)=CC(=O)Nc1nnc(C(C)C)s1 returned mIAP inh -2, MIN6 prolif -5, hIAP block -1, A3A deaminase -3, mIAP act 1, hIAP act 1, SENP1 FRET inh -1, NLRP3 yeast inh 10 and APOBEC3G inh -8.
For CCC(=O)NC(Nc1nc(C)cs1)(C(=O)OC)C(F)(F)F (stereo not given) the results were mIAP inh -2, MIN6 prolif -3, hIAP block -19, A3A deaminase 1, mIAP act 1, hIAP act 1.2, SENP1 FRET inh 0, NLRP3 yeast inh 4 and APOBEC3G inh 1.

Source: PubChem
